Screening data (PubChem)
DAX1 inh-1 = blocks DAX1 repression of SF-1 activated StAR promoter; HEK293T StAR-luciferase reporter, SF-1/DAX-1 repression relief; inhibition, % at 6.8 µM; 370,000 compounds, 1.1% hits; AID 652010;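 active means inhibition above the mean over all tested compounds plus 3 SD, cut at about 3.6% in these data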;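 further: 0% = DAX-1 cells with DMSO and 100% = cells lacking DAX-1 with DMSO; higher inhibition means more luminescence from relief of DAX-1 repression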
ADAM10 inh = inhibitors of human ADAM10. O14672. recombinant ADAM10, EDANS/DABCYL FRET peptide cleavage, 3 h. inhibition, % at 7 µM. 370,000 compounds, 0.62% hits. AID 720582;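 active means inhibition above a per-campaign cutoff equal to the mean of compounds falling between control-based bounds plus 3 SD, cut at about 20% in these data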;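 further: 0% = DMSO wells while the 100% control is not disclosed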
hgDAF12 agonist = hgDAF-12 agonism, primary luciferase screen | activation, % at 6.8 µM | HEK293 GAL4-hgDAF12 UAS-luciferase reporter, agonist luminescence; normalized to butyrate control | 370,000 compounds, 1.8% hits | AID 687014;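 active means activation above a cutoff set at the mean of all screened compounds plus 3 SD, cut at about 10% in these data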;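 further: 0% = DMSO wells and 100% = sodium butyrate wells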
hcDAF12 agonist = activators of H. contortus DAF-12 nuclear receptor | HEK293 hcDAF-12 lit1-tk-luc reporter, luminescence; 0% DMSO, 100% Δ7-dafachronic acid | activation, % at 6.8 µM | 370,000 compounds, 1.4% hits | AID 652067;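 active means activation above the mean of all tested compounds plus 3 SD, cut at about 5.5% in these data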;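 further: 100% = response to 3 µM Δ7-dafachronic acid high control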
PLC-gamma1 inh = inhibitors of human phospholipase C gamma1. inhibition, % at 12.2 µM. 370,000 compounds, 0.84% hits. AID 720700. purified PLC-gamma1, fluorogenic substrate, fluorescence; in the data active means inhibition above about 9.5%
ssDAF12 agonist = S. stercoralis DAF-12 activation, primary screen | HEK293 ssDAF-12/GRIP1 lit1-tk-luc reporter, luminescence; % of 3 µM dafachronic acid response | activation, % at 6.8 µM | 370,000 compounds, 1% hits;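 active means activation above the mean over all tested compounds plus 3 SD, cut at about 0.9% in these data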;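 further: 0% = DMSO-only wells and 100% = 3 µM delta7-dafachronic acid wells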
GAA850 FXN act = frataxin GAA850 promoter activation; activation, % at 6 µM; HEK293 lucGAA850 FXN promoter luciferase reporter, 24 h; percent of 10 µM SAHA response; 360,000 compounds, 0.56% hits; AID 540364;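 active means activation above the average of all compounds screened plus 3 SD, cutoff fixed separately per campaign, cut at about 7.5% in these data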;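 further: 0% = DMSO wells and 100% = 10 µM SAHA wells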
PLC-beta3 inh = blocks human PLC-beta3 enzyme activity; Q01970; Purified PLC-beta3, fluorogenic substrate, fluorescence; inhibition, % at 12.2 µM; 370,000 compounds, 0.18% hits; AID 720704; in the data active means inhibition above about 11%;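 further: 0% = median of compound wells on plate and 100% = full blocker control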
sPLA2-III inh = Inhibits HGIII-sPLA2 liposome hydrolysis, primary screen. AID 743126. 370,000 compounds, 0.56% hits. inhibition, % at 12.2 µM. QFRET BODIPY PC-A2 liposome hydrolysis, fluorescence. Q9NZ20;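 active means inhibition above mean plus 3 SD of compounds lying within the high and low control bounds, cut at about 19% in these data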;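 further: 0% = median of test compound wells and 100% = no enzyme DMSO wells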
Target sequence (Q9NZ20 whole entry, looked up): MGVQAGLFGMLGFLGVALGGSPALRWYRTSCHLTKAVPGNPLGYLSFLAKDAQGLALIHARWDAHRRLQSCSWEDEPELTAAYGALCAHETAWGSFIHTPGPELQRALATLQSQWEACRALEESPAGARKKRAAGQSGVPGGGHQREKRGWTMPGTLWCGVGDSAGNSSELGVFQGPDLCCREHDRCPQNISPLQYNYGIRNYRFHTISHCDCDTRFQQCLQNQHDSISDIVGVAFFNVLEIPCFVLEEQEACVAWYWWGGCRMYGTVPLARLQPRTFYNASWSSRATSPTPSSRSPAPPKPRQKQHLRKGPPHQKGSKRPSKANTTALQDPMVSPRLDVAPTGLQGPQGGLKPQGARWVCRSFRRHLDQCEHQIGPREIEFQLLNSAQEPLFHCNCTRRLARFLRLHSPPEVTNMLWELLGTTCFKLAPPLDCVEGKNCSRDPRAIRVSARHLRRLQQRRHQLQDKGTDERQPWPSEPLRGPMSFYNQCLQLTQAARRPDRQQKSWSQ
DAX1 inh-2 = inhibitors of human orphan nuclear receptor DAX1 (NR0B1); P51843; HEK293 Gal4-DAX1 luciferase reporter, luminescence; inhibition, % at 6.75 µM; 340,000 compounds, 0.99% hits; AID 504766;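 active means inhibition above the mean over all tested compounds plus 3 SD, cut at about 4.2% in these data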;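 further: 0% = DAX1-transfected cells with DMSO and 100% = empty-vector control cells with DMSO; inhibition shows as a rise in luminescence from relieved DAX1 repression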
ADAM17 inh = inhibitors of human ADAM17 | recombinant ADAM17, EDANS/DABCYL FRET peptide cleavage | 370,000 compounds, 0.83% hits | P78536 | inhibition, % at 6.95 µM;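 active means inhibition above the mean of compounds lying between control limits plus 3 SD, set per campaign, cut at about 8.5% in these data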;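 further: 0% = DMSO-only wells as the low control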
Target sequence (P78536 215-824 limits assumed): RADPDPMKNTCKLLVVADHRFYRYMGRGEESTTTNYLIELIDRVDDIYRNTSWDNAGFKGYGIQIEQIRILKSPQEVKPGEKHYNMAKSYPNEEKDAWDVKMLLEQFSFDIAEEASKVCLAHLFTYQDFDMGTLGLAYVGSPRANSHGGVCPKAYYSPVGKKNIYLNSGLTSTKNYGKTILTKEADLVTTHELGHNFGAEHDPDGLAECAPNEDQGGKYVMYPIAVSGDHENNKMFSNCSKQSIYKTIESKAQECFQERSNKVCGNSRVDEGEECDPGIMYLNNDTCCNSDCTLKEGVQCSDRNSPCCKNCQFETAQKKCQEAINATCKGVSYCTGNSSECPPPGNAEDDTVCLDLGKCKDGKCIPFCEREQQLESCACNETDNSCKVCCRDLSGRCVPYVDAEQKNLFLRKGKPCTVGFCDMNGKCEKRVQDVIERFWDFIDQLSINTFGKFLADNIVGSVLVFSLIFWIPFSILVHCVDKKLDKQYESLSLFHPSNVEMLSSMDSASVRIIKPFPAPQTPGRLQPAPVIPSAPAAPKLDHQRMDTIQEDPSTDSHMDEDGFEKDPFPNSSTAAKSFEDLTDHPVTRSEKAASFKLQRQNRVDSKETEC
The depositor's hits bear a star.

`COc1cccc(OC(=O)c2cc3ccccc3oc2=O)c1` gave DAX1 inh-1 -0.4, ADAM10 inh -19, hgDAF12 agonist 1.4, hcDAF12 agonist 0.6, PLC-gamma1 inh -118, ssDAF12 agonist -0.8, GAA850 FXN act -2.7, PLC-beta3 inh -13, sPLA2-III inh 3, DAX1 inh-2 1.5 and ADAM17 inh -4.
`CCCS(=O)(=O)N1CCN(C(=O)c2cccnc2)CC1` gave DAX1 inh-1 0.2, ADAM10 inh -2, hgDAF12 agonist -0.1, hcDAF12 agonist -0.8, PLC-gamma1 inh 0, ssDAF12 agonist -0.5, GAA850 FXN act -0.3, PLC-beta3 inh -1, sPLA2-III inh 3, DAX1 inh-2 0.6 and ADAM17 inh -1.
Screening COc1ccc(C(=O)NCc2ccccc2CN2CCCC2)cc1S(=O)(=O)N1CCOCC1 returned DAX1 inh-1 0.8, ADAM10 inh -5, hgDAF12 agonist 1.3, hcDAF12 agonist 2.4, PLC-gamma1 inh 0, ssDAF12 agonist -0.3, GAA850 FXN act -1.5, PLC-beta3 inh -3, sPLA2-III inh 5, DAX1 inh-2 1.2 and ADAM17 inh 0.
For O=C(NC(=S)Nc1ccc(CN2CCOCC2)cc1)c1ccccc1[N+](=O)[O-] the results were DAX1 inh-1 0.0, ADAM10 inh 5, hgDAF12 agonist -1.4, hcDAF12 agonist 0.4, PLC-gamma1 inh 3, ssDAF12 agonist -1.2, GAA850 FXN act 2.9, PLC-beta3 inh 2, sPLA2-III inh 10, DAX1 inh-2 0.6 and ADAM17 inh -2.
For Cc1cccc(C)c1NC(=O)CNC(=O)c1c(C)nn(-c2ccccc2)c1C the results were DAX1 inh-1 -0.6, ADAM10 inh 3, hgDAF12 agonist 0.9, hcDAF12 agonist 0.5, PLC-gamma1 inh -2, ssDAF12 agonist -0.9, GAA850 FXN act 0.4, PLC-beta3 inh -3, sPLA2-III inh 6, DAX1 inh-2 -0.3 and ADAM17 inh -1.
`N#Cc1c(-c2ccccc2)nc(SCc2nc(N)nc(N3CCCCC3)n2)[nH]c1=O` gave DAX1 inh-1 -0.9, ADAM10 inh 8, hgDAF12 agonist 0.0, hcDAF12 agonist 1.5, PLC-gamma1 inh -2, ssDAF12 agonist -1.0, GAA850 FXN act 0.3, PLC-beta3 inh -5, sPLA2-III inh -12, DAX1 inh-2 -0.5 and ADAM17 inh -2.
For CCOc1cc(-c2cc(-c3ccc(OC)cc3)nc(N)c2C#N)ccc1O the results were DAX1 inh-1 -1.1, ADAM10 inh -172, hgDAF12 agonist -2.0, hcDAF12 agonist -3.5, PLC-gamma1 inh -53, ssDAF12 agonist -1.7, GAA850 FXN act 6.4, PLC-beta3 inh -62, sPLA2-III inh -44, DAX1 inh-2 -0.8 and ADAM17 inh -47.
Screening CCCN1CCN(C(=S)Nc2ccc3nc(N4CCN(CC)CC4)cc(C)c3c2)CC1 returned DAX1 inh-1 -0.2, ADAM10 inh -428, hgDAF12 agonist -1.0, hcDAF12 agonist 0.0, PLC-gamma1 inh -196, ssDAF12 agonist -1.0, GAA850 FXN act 0.8, PLC-beta3 inh -282, sPLA2-III inh 7, DAX1 inh-2 -1.0 and ADAM17 inh -143.
For CCc1ccc2cc3c(cc2n1)C(=O)c1ccccc1-3 the results were DAX1 inh-1 9.5*, ADAM10 inh 3, hgDAF12 agonist 21*, hcDAF12 agonist 17*, PLC-gamma1 inh 4, ssDAF12 agonist 3.6*, PLC-beta3 inh -4, sPLA2-III inh 1 and ADAM17 inh 2.
For Brc1ccccc1OCCCN1CCOCC1 the results were DAX1 inh-1 0.1, ADAM10 inh -6, hgDAF12 agonist 3.9, hcDAF12 agonist -0.9, PLC-gamma1 inh 1, ssDAF12 agonist -0.6, GAA850 FXN act 4.7, PLC-beta3 inh 1, sPLA2-III inh 0, DAX1 inh-2 0.7 and ADAM17 inh -6.
C/C(CC(=O)Nc1cc(C)ccn1)=N\NC(=O)c1ccncc1 was read as DAX1 inh-1 0.2, ADAM10 inh -9, hgDAF12 agonist 0.0, hcDAF12 agonist -0.8, PLC-gamma1 inh 0, ssDAF12 agonist -0.9, GAA850 FXN act 2.5, PLC-beta3 inh -3, sPLA2-III inh 4, DAX1 inh-2 -0.1 and ADAM17 inh -9.
`CC1=C(C(=O)OC(C)C)C(c2ccc(N(C)C)cc2)C2=C(CC(C)(C)CC2=O)N1` (stereo unspecified) gave DAX1 inh-1 -1.3, ADAM10 inh -33, hgDAF12 agonist -1.6, hcDAF12 agonist -2.2, PLC-gamma1 inh -35, ssDAF12 agonist -1.6, GAA850 FXN act 0.9, PLC-beta3 inh -33, sPLA2-III inh 12, DAX1 inh-2 -0.9 and ADAM17 inh -10.
For O=C(N/N=C/c1ccc(OCC(=O)N2CCCCC2)cc1)c1ccccc1O the results were DAX1 inh-1 1.2, ADAM10 inh -2, hgDAF12 agonist 5.7, hcDAF12 agonist 4.6, PLC-gamma1 inh -15, ssDAF12 agonist 1.7*, GAA850 FXN act 2.1, PLC-beta3 inh -17, sPLA2-III inh -3, DAX1 inh-2 -0.2 and ADAM17 inh -2.
`CN(Cc1nccs1)C(=O)c1ccc(OC2CCN(CCc3ccccc3)CC2)cc1` gave DAX1 inh-1 -3.0, ADAM10 inh -4, hgDAF12 agonist -2.9, hcDAF12 agonist -1.3, PLC-gamma1 inh 0, ssDAF12 agonist -0.2, GAA850 FXN act 1.1, PLC-beta3 inh -5, sPLA2-III inh -12, DAX1 inh-2 0.2 and ADAM17 inh 0.
For CC(=O)Oc1ccc(C(=O)Nc2ccc(C3(C#N)CCCC3)cc2)cc1 the results were DAX1 inh-1 0.5, ADAM10 inh 6, hgDAF12 agonist 7.8, hcDAF12 agonist 2.2, PLC-gamma1 inh 4, ssDAF12 agonist 0.0, GAA850 FXN act 3.1, PLC-beta3 inh -2, sPLA2-III inh -6, DAX1 inh-2 0.2 and ADAM17 inh 2.
`CCC(=O)Nc1nnc(-c2ccccn2)o1` gave DAX1 inh-1 -0.2, ADAM10 inh -50, hgDAF12 agonist 1.8, hcDAF12 agonist 0.2, PLC-gamma1 inh -8, ssDAF12 agonist -1.2, GAA850 FXN act 2.0, PLC-beta3 inh -7, sPLA2-III inh 0, DAX1 inh-2 1.0 and ADAM17 inh -15.
For CCOC(=O)c1sc(NC(=S)NC(=O)c2ccc(OC)cc2)nc1C the results were DAX1 inh-1 -0.2, ADAM10 inh -3, hgDAF12 agonist 2.4, hcDAF12 agonist 3.3, PLC-gamma1 inh -1, ssDAF12 agonist -1.1, GAA850 FXN act -0.6, PLC-beta3 inh -7, sPLA2-III inh 3, DAX1 inh-2 1.3 and ADAM17 inh -2.
`COc1ccc(C(C)(C)C)cc1NC(=O)CSc1ncn[nH]1` gave DAX1 inh-1 2.7, ADAM10 inh 1, hgDAF12 agonist -0.4, hcDAF12 agonist -1.0, PLC-gamma1 inh 2, ssDAF12 agonist -1.2, GAA850 FXN act 4.0, PLC-beta3 inh -1, sPLA2-III inh -31, DAX1 inh-2 -2.2 and ADAM17 inh 6.
Screening Cn1c(CC(=O)Nc2ccccc2Cl)nnc1SCC(=O)Nc1nncs1 returned DAX1 inh-1 0.3, ADAM10 inh 4, hgDAF12 agonist 0.8, hcDAF12 agonist -1.9, PLC-gamma1 inh 2, ssDAF12 agonist -1.0, GAA850 FXN act 0.2, PLC-beta3 inh -7, sPLA2-III inh 1, DAX1 inh-2 -0.9 and ADAM17 inh -3.
Screening C=CCNc1nc(C(=O)OCC(=O)Nc2cccc(SC)c2)cs1 returned DAX1 inh-1 1.3, ADAM10 inh -6, hgDAF12 agonist 0.0, hcDAF12 agonist -1.9, PLC-gamma1 inh -3, ssDAF12 agonist -1.0, GAA850 FXN act 0.8, PLC-beta3 inh -7, sPLA2-III inh -14, DAX1 inh-2 -1.2 and ADAM17 inh 0.
Screening CCCN=C1N(C)C[C@@H]2[C@@H]3C(=O)N(Cc4ccccc4)C(=O)[C@@H]3[C@](CC)(C(=O)OC)N12 returned DAX1 inh-1 -1.8, ADAM10 inh 1, hgDAF12 agonist 3.8, hcDAF12 agonist 0.1, PLC-gamma1 inh 1, ssDAF12 agonist -1.1, GAA850 FXN act 1.4, PLC-beta3 inh 4, sPLA2-III inh 5, DAX1 inh-2 -0.5 and ADAM17 inh 1.
For CCCCNC(=O)CCC(=O)NNc1nc2ccccc2c2nc(-c3ccccc3)nn12 the results were DAX1 inh-1 -0.8, ADAM10 inh 7, hgDAF12 agonist -1.8, hcDAF12 agonist 1.8, PLC-gamma1 inh 0, ssDAF12 agonist 0.5, GAA850 FXN act 1.0, PLC-beta3 inh -1, sPLA2-III inh 4, DAX1 inh-2 1.6 and ADAM17 inh 3.
C=CCN=C1NC(CCc2ccccc2)C(C(=O)OC)=C(C)N1Cc1ccccc1C(F)(F)F (stereo unspecified) was read as DAX1 inh-1 -1.8, ADAM10 inh -11, hgDAF12 agonist -1.6, hcDAF12 agonist -1.0, PLC-gamma1 inh -3, ssDAF12 agonist -1.1, PLC-beta3 inh -4, sPLA2-III inh -10 and ADAM17 inh -4.
`Cc1ccc(NC(=O)CCC(=O)NNC(=O)COc2cccc3ccccc23)c(C)c1` gave DAX1 inh-1 -0.2, ADAM10 inh -5, hgDAF12 agonist 0.3, hcDAF12 agonist 0.2, PLC-gamma1 inh 9, ssDAF12 agonist -0.6, GAA850 FXN act -0.4, PLC-beta3 inh 1, sPLA2-III inh -13, DAX1 inh-2 0.8 and ADAM17 inh 0.
Cc1nnc(NNS(=O)(=O)c2ccc(Cl)cc2)[nH]c1=O was read as DAX1 inh-1 -0.5, ADAM10 inh 0, hgDAF12 agonist -1.7, hcDAF12 agonist -1.3, PLC-gamma1 inh 3, ssDAF12 agonist -0.1, GAA850 FXN act 2.8, PLC-beta3 inh -10, sPLA2-III inh 13, DAX1 inh-2 4.0 and ADAM17 inh -8.
`COc1ccc(OC)c(S(=O)(=O)Nc2c(C)cccc2C)c1` gave DAX1 inh-1 0.6, ADAM10 inh -1, hgDAF12 agonist -1.1, hcDAF12 agonist -1.6, PLC-gamma1 inh 2, ssDAF12 agonist -1.3, GAA850 FXN act 2.5, PLC-beta3 inh -3, sPLA2-III inh -1, DAX1 inh-2 -0.2 and ADAM17 inh -2.
For O=C(NCCc1c[nH]c2ccccc12)c1[nH]c(C(F)(F)F)nc1-c1ccccc1 the results were DAX1 inh-1 -0.8, ADAM10 inh 6, hgDAF12 agonist 3.2, hcDAF12 agonist 0.8, PLC-gamma1 inh -1, ssDAF12 agonist -0.8, PLC-beta3 inh -1, sPLA2-III inh -47 and ADAM17 inh 5.
CC(C)NC(=S)n1cc(C(=O)c2cc(Cl)cc(Cl)c2O)cn1 was read as DAX1 inh-1 -0.1, ADAM10 inh -4, hgDAF12 agonist -1.2, hcDAF12 agonist -0.8, PLC-gamma1 inh -67, ssDAF12 agonist -0.7, GAA850 FXN act 0.0, PLC-beta3 inh -113, sPLA2-III inh -13, DAX1 inh-2 3.6 and ADAM17 inh 1.
CNCc1ccc(OCc2ccccc2)c(OC)c1 was read as DAX1 inh-1 -0.3, ADAM10 inh -1, hgDAF12 agonist -2.3, hcDAF12 agonist 0.3, PLC-gamma1 inh 1, ssDAF12 agonist -1.0, GAA850 FXN act 2.9, PLC-beta3 inh -3, sPLA2-III inh 3, DAX1 inh-2 1.5 and ADAM17 inh -3.
